KB-3-1 tox: KB-3-1 parental cell cytotoxicity; KB-3-1 viability, CellTiter-Glo ATP luminescence, 72 h; Potency, µM (titrated, usually from 46.1 µM), without a hit: top-dose activity change, negative = cytotoxic, hits mostly cytotoxic; 1.4% of 400,000 active; also: potency is read from the fitted curve at half-maximal effect; % is scaled to controls: 0 for no effect and ±100 for the full control effect; nearly all actives have a fitted effect of over 60% in size
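Cells are dispensed, compounds pinned in, plates held at 37 °C for 72 h, then CellTiter-Glo is added and luminescence read after 10 minutes. Cell line: parental KB-3-1 in phenol-red-free DMEM, 10% FBS.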
S2 tox: viability counter-screen for ATXN expression inhibitors | S2 cells (HEK-293 line with an ATXN2-luciferase reporter) viability, CellTiter-Fluor protease fluorescence, 24 h | Potency, µM (series often up to 56.7 µM), usual class: cytotoxic | 0.49% of 400,000 active | AID 651635; also: potency is read from the fitted curve at half-maximal effect; nearly all actives have a fitted effect of over 40% in size
MCF10A rereplic: induces DNA re-replication in MCF 10a normal breast cells; MCF 10A DNA re-replication, Hoechst nuclear intensity, 48 h; Potency, µM (top dose mostly 46.1 µM), without a hit: at the top dose activity, positive = re-replication, most hits filed as activators; 2.9% of 350,000 active; also: potency is read from the fitted curve at half-maximal effect; % of control where 0% means no effect; nearly all actives have a fitted effect of over 50% in size
ATXN2 expr inh: ATXN2 expression inhibition; HEK-293 ATXN2-luciferase reporter, luminescence, 24 h; 0.72% of 360,000 active; Potency, µM (series often up to 57 µM), without a hit: at the top dose activity change, negative = inhibition, usual class: inhibitors; also: potency is read from the fitted curve at half-maximal effect; % is scaled to controls: 0 for no effect and ±100 for the full control effect; nearly all actives have a fitted effect of over 55% in size
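qHTS (up to 57 uM final) was run with 24 h compound exposure of reporter cells at 37 °C. Each well was multiplexed: SteadyGlo luminescence measured ATXN2-luciferase expression after a fluorogenic Gly-Phe-AFC viability readout (25 uM final).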
IL-1B inflam inh: inflammasome signaling inhibition, IL-1 beta readout; THP-1 LPS/ATP IL-1B secretion, AlphaLISA, 16 h; hits give low values; activity change, % at 57.5 µM; 4.7% of 360,000 active; in the data active = activity change below about -50%; inconclusive = mostly about -30% to -49%; also: % is scaled to controls: 0 for no effect and ±100 for the full control effect
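THP-1 cells pretreated 1 hr with compounds (up to 57.5 uM final), then stimulated with LPS (250 ng/mL final) plus ATP (1.25 mM final); secreted IL-1B measured by AlphaLISA after 16 hr, decreased signal indicating inhibition.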
SW480 rerep: inducers of DNA re-replication in SW480 colon cancer cells; SW480 DNA re-replication, Hoechst DNA content imaging, 48 h; Potency, µM (top dose mostly 46.1 µM), without a hit: at the top dose re-replication activation, hits mostly activators; 1.8% of 340,000 active; also: potency is read from the fitted curve at half-maximal effect; % of control where 0% means no effect; nearly all actives have a fitted effect of over 55% in size
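Image-based read-out: total Hoechst fluorescence of nuclei (405 nm excitation, 500-530 nm emission), with hits raising the fraction of high-intensity nuclei. SW480 colon cells incubated 48 hr with compounds at 37 C.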
HT1080NT lethal: kills 2HG-producing HT-1080-NT fibrosarcoma cells; HT-1080-NT fibrosarcoma viability, CellTiter-Glo ATP luminescence, 48 h; 1.6% of 360,000 active; Potency, µM (doses to about 46.1 µM), for the others: at the highest dose activity, negative = less viability, hits mostly cytotoxic;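 also: NT is the 2HG producing partner of a matched IDH1 knockdown line; potency is read from the fitted curve at half-maximal effect; 0% = DMSO-treated cells and -100% = media-only wells without cells; nearly all actives have a fitted effect of over 55% in size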
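A 48-hour cytotoxicity screen used HT-1080-NT cells plated 2 hours before compound delivery. ATP-based CellTiter-Glo luminescence measured viability, normalized to DMSO and no-cell controls.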
HepG2 tox: kills HepG2 cells in TGF-b inhibitor counter-screen | HepG2 CAGA-GFP viability, ATP luminescence, 18 h | Potency, µM (titrated, usually from 46.1 µM), without a hit: at the top dose activity change, negative = cytotoxicity, usual class: cytotoxic | 0.76% of 410,000 active | AID 588856; also: potency is read from the fitted curve at half-maximal effect; some results filed as inactive show a strong effect at the top dose
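HepG2 CAGA-GFP cells (1000/well, DMEM with 1% FBS) received compound, then TGF-beta at 500 pg/mL final, and were incubated 18 hours at 37 degrees C. Viability was read by CellTiter-Glo luminescence. Media-only wells were set as complete cell-killing and DMSO as no toxicity.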
HT1080 IDH1KD tx: kills HT-1080 cells with IDH1 knockdown | Potency, µM (series often up to 46.1 µM), inactives show top-dose activity, negative = toxicity, usual class: cytotoxic | HT-1080 IDH1 knockdown viability, ATP luminescence, 48 h | 2% of 360,000 active | AID 686971;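 also: potency is read from the fitted curve at half-maximal effect; 0% = DMSO wells and -100% = cell-free medium wells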
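Cytotoxicity counter-line: IDH1KD HT-1080, 48 h, CellTiter-Glo. Curves classed by r2, magnitude and activity.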
The depositor's hits bear a star; i = inactive; ? = inconclusive; . = no result given; & = joins results of further samples; [ ] = dose if it differs, or a comment. Unless noted, calls follow the shape of the dose curve; as a rule, active = well fitted curve in the direction sought with a large enough effect; inconclusive = small, poorly fitted or top-dose-only effect, or another doubt; inactive = no such curve, though single readings can be large; an effect the other way counts as inactive or inconclusive.

Every second line gives: SW480 rerep	ATXN2 expr inh	HT1080NT lethal	HT1080 IDH1KD tx	KB-3-1 tox	S2 tox	IL-1B inflam inh	MCF10A rereplic	HepG2 tox
1) CCn1c(=S)[nH]c2sc3c(c2c1=O)CCCCC3
 : ?	-15%	-30%	?	0%	i	55	8%	-12%
2) Nc1cc(N)nc(SCC(=O)N2CCc3ccccc32)n1
 : -4%[9.22 µM]	17%	-3%	6%	-4%	i	25	-34%[inhibitor]	-14%
3) COc1ccc2c(c1)c(=O)cc(C)n2CC(=O)NCc1ccco1
 : 0%	-15%	-9%	-4%	-2%	i	-5	9%	-4%
4) COc1ccc(S(=O)(=O)N2CCN(CC(O)COc3ccc(CC#N)cc3)CC2)cc1OC (configuration not stated)
 : 13%	-19%	0%	-9%	2%	i	-8	-3%	-1%
5) Cc1ccc(C(=O)N/C(=C\c2ccco2)C(=O)NCCN2CCOCC2)cc1
 : -10%	2%	16%	13%	-1%	i	-1	-2%	-4%
6) COc1cccc(/C(C#N)=C/c2c(-c3ccc(Cl)cc3)nc3c(C)cccn23)c1
 : 27%	?	-4%	-17%	?	i	-65*	28%	-4%
7) O=C(NN1C(=O)c2ccccc2C1=O)C1CCCCC1
 : 0%	-4%	8%	18%	-3%	i	-2	-14%	4%
8) NS(=O)(=O)c1ccc(-c2ccc(/C=C3\C(=O)Nc4cc(Cl)ccc43)o2)cc1
 : ?	-27%	-9%	-15%	-9%	?	0	?	-24%
9) Nc1c(Br)cc(Br)c2c1[nH]c(=O)c1ccccc12
 : .	.	-15%	-11%	?	i	26	.	0%
10) CCc1ccc(OCC(=O)Oc2ccc([N+](=O)[O-])cc2)cc1
 : ?	-2%	-8%	-4%	6%	i	0	17%	-1%
11) CN(C)c1ccc(C=Nc2cnn(C)c2C(N)=O)cc1
 : 1%	34%[activator]	11%	16%	10%	i	8	-1%	2%
12) COc1ccccc1Nc1nc2ccc(C)cc2cc1C#N
 : 5%	3%	15%	13%	-6%	i	0	8%	5%
13) COc1ccc(NC(=S)N2CCN(S(=O)(=O)c3ccccc3)CC2)cc1
 : -24%	6%	12%	1%	-1%	?	-4	2%	-13%
14) CCN(CCCCCN(C)C)Cc1cc2ccccc2o1
 : -1%	-23%	-20%	-23%	10%	i	-15	8%	-20%
15) CCOc1ccc(N2CC(C(=O)Nc3cccc(C(=O)NC4CC4)c3)CC2=O)cc1 (configuration not stated)
 : -7%	0%	10%	6%	-9%	i	6	-6%	-3%
16) CC(=O)Nc1ccc(S(=O)(=O)NC(C)C(=O)OCC(=O)NC2CCCC2)cc1 (configuration not stated)
 : -7%	-3%	-4%	2%	-9%	i	0	-4%	-21%
17) CCN(C(=O)COC(=O)c1ccc(S(=O)(=O)N2CCCc3ccccc32)cc1)C1CCS(=O)(=O)C1 (configuration not stated)
 : ?	4%	-17%	-27%	-18%	i	47	-4%	-2%
18) O=C(CCC(=O)Nc1cc(C(F)(F)F)ccc1Cl)N/N=C\c1cc([N+](=O)[O-])ccc1O
 : 15µM*	?	?	-13%	-9%	?	81	?	-20%
19) Cc1occc1-c1nnc(SCC(N)=O)o1
 : -6%	8%	-3%	11%	-2%	i	35	2%	-6%
20) CCCn1nnc(NC(=O)c2ccc([N+](=O)[O-])cc2Cl)n1
 : -2%	47%[activator]	6%	5%	20%	i	-2	-4%	-6%
21) C=CCNc1nnc(C)c2ccccc12
 : 16%	-7%	7%	1%	15%	i	-14	1%	-3%
22) CCOC(=O)CSc1nnc(CNC(=O)c2ccc(OC)cc2)n1C1CCCCC1
 : 4%	2%	6%	1%	14%	i	-3	252%[0.0737 µM]	-5%
23) C=C(C)c1cccc(C(C)(C)NC(=O)Nc2ccccc2OCC)c1
 : 0%	0%	-8%	-16%	1%	i	-2	?	-35%
24) c1ccn(-c2ccc(-c3ccn[nH]3)cc2)c1
 : -111%[inhibitor]	.	5%	0%	-6%	?	4	0%	19%
25) COc1ccc(CCNCc2c(C(=O)O)c(C)n(Cc3cccc(Cl)c3)c2C)c(OC)c1OC
 : .	-4%	.	.	12%	i	.	.	-19%
26) C=CCC[C@@H](Cc1ccc(F)cc1)C(=O)OC[C@H](Cc1c[nH]c2ccccc12)NC(=O)[C@@H](CC=C)CC(=O)N[C@H](CO)Cc1ccccc1
 : 3.7µM*	-18%	-20%	-27%	0%	?	-8	21%	13µM*
27) CCCCC1=CC2=C(c3ccco3)C(=O)C(C)(OC(=O)c3ccc(OC)cc3)C(=O)C2=CN1C1CCCCC1 (configuration not stated)
 : 0%	-17%	14%	-3%	-15%	?	-14	?	-21%
28) CC1CCCN(C(=O)CCCn2c(=S)[nH]c3ccccc3c2=O)C1 (configuration not stated)
 : -7%	-5%	2%	13%	-4%	i	13	?	-7%
29) O=C(Nc1ccc(Cl)cc1)C1CC=CCC1C(=O)OCC(F)(F)C(F)F (configuration not stated)
 : -1%	2%	-2%	3%	4%	i	2	10%	8%
30) COc1cc(O)sc1C=Nc1ccc(Cl)cc1Cl
 : 2%	.	17%	1%	-29%	i	-11	?	-13%
31) O=C(NC1CCCC1)c1cc(-c2cccs2)on1
 : 0%	15%	?	?	?	i	4	15%	-7%&-39%
32) Cc1cc(-c2nc3ccccc3s2)ccc1NC(=O)c1cc(Cl)ccc1Cl
 : .	20%	.	.	2%	i	.	.	2%
33) COc1ccc(-c2noc(CCCOc3ccc(Cl)cc3Cl)n2)cc1
 : ?	-4%	-7%	-19%	-17%	i	-6	?	-8%
34) COc1ccc(N2C(=O)/C(=C3/C=CC=CN3C)SC2=S)cc1
 : 2%	8%	-1%	-4%	-10%	i	-8	6%	-3%
35) OCCCNc1nc(-c2ccc(Cl)cc2)nnc1-c1ccccc1
 : -5%	5%	-23%	-24%	12%	i	?	?	-16%
36) CC(NC(=O)CSC(=S)N1CCCC1)c1ccc(S(N)(=O)=O)cc1 (configuration not stated)
 : -5%	-10%	-12%	-6%	-8%	i	7	3%	-26%
37) O=C(Nc1ccc2c(c1)OCO2)OCc1ccccc1
 : 5%	52%[activator]	-7%	-14%	0%	i	-25	10%	-2%
38) COCCNC(=O)/C(C#N)=C/c1nc(N(C)C)n(-c2ccc(F)cc2)c1Cl
 : ?	-4%[11.3 µM]	3%	1%	?	i	-70*	5%	-14%
39) COc1ccccc1-n1c(C)nc2cc(C(=O)NCC3CCCO3)ccc21 (configuration not stated)
 : 13%	11%	23%	-3%	2%	i	-6	7%	-2%
40) CN1CCCN(S(=O)(=O)c2cccc(C#N)c2)CC1
 : -47%	.	11%	10%	2%	i	4	-1%	0%
41) Cc1ccc(-n2ncc3c2CCCC3NC(=O)CCn2ccnc2C)cc1C (configuration not stated)
 : 5%	-2%	4%	1%	.	?	-1	12%	7%
42) C[C@H]1CN([C@@H](C)CO)C(=O)Cc2cc(NC(=O)CCN3CCOCC3)ccc2O[C@@H]1CN(C)Cc1ccc(Oc2ccccc2)cc1
 : ?	-34%	-15%	-25%	0%	i	-25	?	-95%
43) Cc1ccc(N(CC(=O)NCC2CCCO2)C(=O)CCC(=O)Nc2ccccn2)cc1 (configuration not stated)
 : -13%	-31%	10%	6%	6%	?	0	-2%	-3%
44) COc1ccccc1/C=C1\NC(=S)N(CC2CCCO2)C1=O (configuration not stated)
 : 0%	23%	?	-67%	16%	i	?	-7%	-13%
45) CC(C)[C@H](NC(=O)c1ccco1)C(=O)OCC(=O)Nc1ccccc1OC(F)F
 : -3%	-13%	0%	6%	7%	i	25	8%	8%
46) C=CCSc1nnc(NC(=O)CSc2nc3ccccc3[nH]2)s1
 : ?	5%	-15%	-13%	-14%	i	58	1%	-22%
47) COc1ccc(-c2nnc(SCC(=O)O)n2C)cc1OC
 : -19%	1%[11.3 µM]	22%	15%	2%	i	-2	2%	2%
48) O=[N+]([O-])c1ccc(COc2cccc(CN3CCCC3)c2)cc1
 : -30%	1%	7%	1%	-4%	i	-22	-37%[inhibitor]	-35%
49) Cn1c(=NC(=O)c2ccco2)sc2cccc(F)c21
 : -18%	24%	3%	-13%	?	i	-5	0%	0%
50) CCc1ccc(C(=O)C[n+]2cccc3cc(OC)ccc32)cc1
 : 0%	?	-17%	-16%	13µM*	?	?	-2%	-34%

In the list so far, 8 contain a furan ring, fused or not.
Every second line gives: SW480 rerep	ATXN2 expr inh	HT1080NT lethal	HT1080 IDH1KD tx	KB-3-1 tox	S2 tox	IL-1B inflam inh	MCF10A rereplic	HepG2 tox
3) COc1ccc2c(c1)c(=O)cc(C)n2CC(=O)NCc1ccco1
 : 0%	-15%	-9%	-4%	-2%	i	-5	9%	-4%
5) Cc1ccc(C(=O)N/C(=C\c2ccco2)C(=O)NCCN2CCOCC2)cc1
 : -10%	2%	16%	13%	-1%	i	-1	-2%	-4%
8) NS(=O)(=O)c1ccc(-c2ccc(/C=C3\C(=O)Nc4cc(Cl)ccc43)o2)cc1
 : ?	-27%	-9%	-15%	-9%	?	0	?	-24%
14) CCN(CCCCCN(C)C)Cc1cc2ccccc2o1
 : -1%	-23%	-20%	-23%	10%	i	-15	8%	-20%
19) Cc1occc1-c1nnc(SCC(N)=O)o1
 : -6%	8%	-3%	11%	-2%	i	35	2%	-6%
27) CCCCC1=CC2=C(c3ccco3)C(=O)C(C)(OC(=O)c3ccc(OC)cc3)C(=O)C2=CN1C1CCCCC1 (configuration not stated)
 : 0%	-17%	14%	-3%	-15%	?	-14	?	-21%
45) CC(C)[C@H](NC(=O)c1ccco1)C(=O)OCC(=O)Nc1ccccc1OC(F)F
 : -3%	-13%	0%	6%	7%	i	25	8%	8%
49) Cn1c(=NC(=O)c2ccco2)sc2cccc(F)c21
 : -18%	24%	3%	-13%	?	i	-5	0%	0%

Screening results from PubChem BioAssay.
